# Assay outcomes (PubChem BioAssay)
# Vif-APOBEC3F blk: Vif-A3F binding inhibition | HeLa A3F-eYFP + Vif (tagged APOBEC3F with the HIV-1 protein that degrades it), YFP fluorescence increase | Potency, µM (series often up to 46.1 µM), inactives show top-dose activity, negative = active | 0.2% of 390,000 active; note: potency is the fitted concentration of half-maximal effect; % of control where 0% means no effect; nearly all actives have a fitted effect of over 65% in size
#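 HeLa cells stably expressing A3F-eYFP plus Vif, plated and incubated overnight at 37 deg C, then exposed to compounds overnight at 37 deg C. Blocked degradation read as raised yellow fluorescence (Ex 488/Em 500-530).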
# TrxR1 inh: blocks rat thioredoxin reductase 1; 1% of 390,000 active; O89049; recombinant rTrxR1, NADPH fluorescence consumption, selenite substrate; Potency, µM (doses to about 114 µM), without a hit: at the top dose activity change, negative = inhibition, usual class: inhibitors; AID 588453; note: potency is the fitted concentration of half-maximal effect; % is set by controls: 0 for no effect and ±100 for the full control effect; nearly all actives have a fitted effect of over 65% in size
# Target sequence (O89049 whole entry, looked up): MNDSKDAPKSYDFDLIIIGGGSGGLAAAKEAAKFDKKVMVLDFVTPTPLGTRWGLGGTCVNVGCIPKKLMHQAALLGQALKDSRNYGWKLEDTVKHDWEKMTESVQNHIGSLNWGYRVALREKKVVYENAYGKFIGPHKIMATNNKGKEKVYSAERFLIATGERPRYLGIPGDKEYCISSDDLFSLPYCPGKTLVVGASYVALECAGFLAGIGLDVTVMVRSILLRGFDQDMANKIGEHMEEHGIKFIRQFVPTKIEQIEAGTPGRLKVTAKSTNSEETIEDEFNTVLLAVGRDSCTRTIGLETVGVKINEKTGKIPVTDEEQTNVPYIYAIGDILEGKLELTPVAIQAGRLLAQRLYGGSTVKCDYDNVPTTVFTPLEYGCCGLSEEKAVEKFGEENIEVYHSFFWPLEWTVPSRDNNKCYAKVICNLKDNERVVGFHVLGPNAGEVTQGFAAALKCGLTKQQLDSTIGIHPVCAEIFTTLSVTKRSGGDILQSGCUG
#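 Rat TrxR1 (90 nM in the dispensed reagent) was pre-reduced with 400 uM NADPH for 5 min at room temperature, then incubated with compound for 15 min. After 400 uM selenite was added, NADPH fluorescence (Ex 340/Em 450 nm) was followed for 8 min.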
# TrxR1 substrate: is turned over as a substrate by rat TrxR1; O89049; purified TrxR1 substrate turnover, NADPH consumption readout; Potency, µM (top dose mostly 114 µM), for the others: at the highest dose activity change, negative = substrate turnover; 0.01% of 390,000 active; AID 588456; note: potency is the fitted concentration of half-maximal effect; % is set by controls: 0 for no effect and ±100 for the full control effect; nearly all actives have a fitted effect of over 50% in size
#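 Rat TrxR1, dispensed at 90 nM, was prereduced with 400 uM NADPH (final) for 5 min at ~22 deg C, then incubated with compound 15 min before 400 uM selenite. A first-read NADPH fluorescence drop versus no-compound background flagged substrates.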
# USP1-UAF1 inh: inhibitors of human USP1/UAF1 deubiquitinase | 0.23% of 390,000 active | AID 743255 | recombinant USP1/UAF1, Ub-Rhodamine cleavage fluorescence | O94782 | Potency, µM (top dose mostly 57.1 µM), inactives show at the top dose activity change, negative = inhibition, usual class: inhibitors; note: potency is the fitted concentration of half-maximal effect; % is set by controls: 0 for no effect and ±100 for the full control effect; nearly all actives have a fitted effect of over 60% in size; inactives centre near -12
#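 USP1/UAF1 complex at 1 nM was preincubated with compound for 15 min at room temperature, then Ub-Rho substrate (150nM final) was added. Fluorescence (480/540 nm) was read kinetically, 6 reads every 60 seconds.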
# mIDH1 inhibitor: inhibitors of human mutant IDH1 R132H | IDH1-R132H enzyme, NADPH consumption, diaphorase/resazurin fluorescence | 0.093% of 390,000 active | Potency, µM (doses to about 76.6 µM), for inactives: at the top dose activity change, negative = inhibition, most hits filed as inhibitors | O75874; note: potency is the fitted concentration of half-maximal effect; % is set by controls: 0 for no effect and ±100 for the full control effect; nearly all actives have a fitted effect of over 65% in size
# Target sequence (O75874 whole entry R132H, stated change not applied): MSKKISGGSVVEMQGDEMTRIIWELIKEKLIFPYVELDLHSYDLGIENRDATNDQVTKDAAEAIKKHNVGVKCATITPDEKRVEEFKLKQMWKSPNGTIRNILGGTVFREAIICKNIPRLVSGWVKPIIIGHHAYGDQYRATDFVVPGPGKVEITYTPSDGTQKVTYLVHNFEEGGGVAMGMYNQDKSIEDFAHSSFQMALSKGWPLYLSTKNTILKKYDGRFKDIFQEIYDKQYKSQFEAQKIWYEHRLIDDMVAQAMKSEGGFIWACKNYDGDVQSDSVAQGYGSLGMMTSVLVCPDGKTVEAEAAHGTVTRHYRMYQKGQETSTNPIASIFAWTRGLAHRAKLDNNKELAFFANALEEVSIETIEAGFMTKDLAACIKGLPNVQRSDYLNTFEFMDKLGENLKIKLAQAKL
#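 IDH1-R132H (0.5 ug/mL dispensed) in pH 7.5 Tris buffer was preincubated 30 min with compound, then given a substrate mix of 0.016 mM NADPH and 2 mM alpha-KG for 80 min at room temperature; remaining NADPH was read by diaphorase/resazurin fluorescence.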
# GRP78 ERSR act: induces the endoplasmic reticulum stress response in human glioma cells; 0.02% of 420,000 active; Potency, µM, for the others: top-dose activation, actives largely listed as activators; U87-MG GRP78 promoter luciferase reporter, 16 h; note: potency is the fitted concentration of half-maximal effect; series mostly up to about 76 µM; % of control where 0% means no effect; nearly all actives have a fitted effect of over 35% in size
#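 Stably transfected U87-MG human glioma cells carrying a GRP78-based luminescent sensor were seeded at 1000 cells/well, pin-dosed with compounds and incubated 16 h. Luciferase reagent was then added, and end-point luminescence was read after 10 min at room temperature.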
# LDHA block: blocks human lactate dehydrogenase A. purified LDHA, NADH/diaphorase-resazurin fluorescence; stronger effect = lower value. activity change, % (values are at about 110 or 230 µM). 0.15% of 480,000 active. AID 1347041; in the data active = activity change below about -30%; inconclusive = mostly about -25% to -30%;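 note: plate controls were DMSO wells for no effect and wells without enzyme for full effect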
#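 LDH5 2 nM; NADH 0.06 mM, pyruvate 0.2 mM; 200 mM Tris pH 7.4, EDTA, Tween-20; 5 min RT. Detection: diaphorase 0.133 mg/mL + resazurin 37 µM, fluorescence ex540/em590 at 0 and 20 min; normalized to enzyme-free and DMSO wells.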
# Vif-APOBEC3G blk: blocks the Vif interaction with human APOBEC3G. Q9HC16. AID 602310. Potency, µM (titrated, usually from 46.1 µM), without a hit: top-dose activity, negative = active, most hits filed as inhibitors. HeLa A3G-eYFP + Vif (tagged APOBEC3G with the HIV-1 protein that degrades it), YFP fluorescence, overnight. 0.076% of 410,000 active;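 note: potency is the fitted concentration of half-maximal effect; % is set by controls: 0 for no effect and ±100 for the full control effect; nearly all actives have a fitted effect of over 60% in size; hits raise eYFP signal because A3G escapes Vif-driven loss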
#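 Read-out is eYFP fluorescence (Ex 488/Em 500-530) from Vif-expressing HeLa A3G-eYFP cells; more signal means A3G escaped Vif-mediated degradation. Cells plated overnight, compound pinned in, incubated overnight at 37 deg C.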
# RGS4 inhibitor: human RGS4 inhibition; Transcreener GDP fluorescence polarization, RGS4-accelerated GTP hydrolysis; Potency, µM (titrated, usually from 114 µM), for inactives: at the top dose activity change, negative = inhibition, most hits filed as inhibitors; 0.039% of 390,000 active; AID 504845; note: potency is the fitted concentration of half-maximal effect; % is set by controls: 0 for no effect and ±100 for the full control effect; nearly all actives have a fitted effect of over 75% in size; some results filed as inactive show a strong effect at the top dose
#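 MLSMR compounds (23 nl, pin-transferred) preincubated 10 min at room temperature with a 500nM (2x) first reagent, then RGS4 at 900nM (2x) plus Transcreener GDP mix added; fluorescence polarization (620/688 nm) read before and after 90 min at 30 °C.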
# An asterisk follows results filed as active; ? = inconclusive; . = not tested or not shown; & = joins results of further samples; [ ] = dose if it differs, or a comment. Unless noted, calls come from the whole dose curve; as a rule, active = well fitted curve in the direction sought with a large enough effect; inconclusive = small, poorly fitted or top-dose-only effect, or another doubt; inactive = no such curve, though single readings can be large; an effect the other way counts as inactive or inconclusive. Not all compounds are listed (hit frequency here may not be typical).
SMILES | Vif-APOBEC3F blk | TrxR1 inh | TrxR1 substrate | USP1-UAF1 inh | mIDH1 inhibitor | GRP78 ERSR act | LDHA block | Vif-APOBEC3G blk | RGS4 inhibitor
COc1ccc(NC(=O)Nc2ccccc2OCc2cc(=O)n3ccccc3n2)c(OC)c1 | -17% | 1%[57.1 µM] | -6%[57.1 µM] | -27% | -28% | -4% | -2 | 2% | -28%
Cc1cc(C)nc(-n2nc(C)cc2NC(=O)CN2CCc3ccccc3C2)n1 | -2% | -2% | 4% | -27% | 9% | -2% | 11 | -5% | -26%
O=[N+]([O-])c1ccc(CNc2cccc(F)c2)s1 | 2% | 3%[57.1 µM] | -5% | -16% | -1% | -3% | -6 | -19% | -6%
Cc1ccsc1/C=C(/C#N)C(=O)NCc1ccccc1 | -22% | -5% | -5% | -26% | 3% | 0% | -6 | -1% | 1%
O=C(NCCN1CCCCC1)c1ccc(Cn2c(SCc3ccccc3)nc3cccnc32)cc1 | ? | 2% | 6% | -2% | 0% | -2% | 1 | 5% | 0%
O=C(CSc1nc(N2CCOCC2)nc(N2CCOCC2)n1)Nc1ccc([N+](=O)[O-])cc1 | 4% | -18% | -15% | -2% | 0% | -3% | -6 | -6% | -13%
FC(F)(F)c1cccc(N2Cc3ccccc3C2)c1 | 0% | 9% | 2% | -20% | 4% | 3% | 3 | 0% | 5%
CCCCc1ccc(NC(=O)c2cc(-c3ccc(C)c(F)c3)on2)cc1 | 6% | 10% | 0% | -15% | -14% | -4% | -10 | -5% | 19%
O=C(c1n[nH]c2ccccc12)N1CCN(S(=O)(=O)c2ccc3ccccc3c2)CC1 | -2% | -11% | -8% | -24% | 1% | -3% | 0 | -1% | -10%
CCOC(=O)C1=C(C)NC(=O)NC1c1ccc2c(c1)OCO2 (stereo unspecified) | -4% | 3% | -5% | -14% | 2% | 1% | -2 | -1% | 1%
COc1cc(CNC(=O)c2ccccc2NC(=O)C2=C(C)OCCS2)cc(OC)c1OC | -1% | 4% | 2% | -18% | 2% | -5% | -3 | -5% | 12%
COc1cc2c3c(c1)C1(C(=O)N3C(C)(C)C=C2C)C(C#N)=C(N)Oc2cc(C)oc(=O)c21 (stereo unspecified) | 2% | -10% | -8% | -13% | -8% | 7% | -9 | -5% | 0%
CCC(Oc1ccc(F)cc1)C(=O)Nc1c(C(=O)c2ccc(C)cc2)oc2ccccc12 (stereo unspecified) | -4% | -1% | 15% | -7% | 3% | -2% | -1 | 2% | 0%
c1cncc(-c2nnc3sc(C4CCCCC4)nn23)c1 | 8% | 7%[57.1 µM] | 14%[57.1 µM] | -24% | 8% | -1% | -8 | 0% | -35%
COc1ccc(Br)cc1/C=N/NC(=O)CNC(=O)c1cccnc1 | -6% | 13%[57.1 µM] | 1%[57.1 µM] | 1% | 5% | -5% | -3 | -2% | -4%
Cc1cccc(N2CCN(C(c3ccccc3)c3nnc(-c4ccccc4F)o3)CC2)c1C (stereo unspecified) | 0% | 15% | 3% | -14% | -6% | -3% | -2 | 3% | 9%
CCOC(=O)N1CCN(C(=O)C2CCN(S(=O)(=O)CC)CC2)CC1 | -16% | 25% | -1% | -4% | -3% | -4% | -9 | -1% | -16%
CC(=O)Oc1ccc2ccccc2c1C(NC(=O)Cc1ccccc1)c1ccccc1Cl (stereo unspecified) | 5% | 12% | -4% | -9% | 6% | -7% | -2 | 0% | -20%
CC(NC(=O)CCCc1ccccc1)c1ccncc1 (stereo unspecified) | 2% | 16%[57.1 µM] | 8%[57.1 µM] | -9% | 5% | 2% | -10 | 0% | 9%
CCCc1cc(=O)[nH]c(Nc2ccc(O)cc2C)n1 | -2% | 4% | 2% | ? | 19% | 2% | 6 | -1% | 0%
O=C(CSc1ncn[nH]1)c1ccco1 | -1% | ? | 1% | -19% | 2% | -1% | 8 | 4% | -16%[11.4 µM]
CCOC(=O)N1CCC(NC(=O)c2cccs2)CC1 | 0% | 0%[57.1 µM] | 6%[57.1 µM] | 9% | 0% | -5% | -6 | 2% | 14%
CN(C)CCNC(=O)c1ccc(-c2nn(C)c(=O)c3ccccc23)cc1 | -9%&-7% | 14%&5% | 1%&-2% | ? | -12%&-1% | 0%&-1% | -4&0 | 3%&-8% | 12%&10%
CCN(CC)CCNC(=O)c1ccc(NC(=O)c2cccc(S(=O)(=O)N(C)C3CCCCC3)c2)cc1 | -19% | 14% | -1% | -6% | -4% | -5% | -2 | 1% | -6%
Cc1ccc(C(=O)NCC(=O)NCc2cc(=O)n(C)c(=O)n2C)cc1C | -17% | 2% | -7% | -11% | 9% | -4% | -5 | -4% | 11%
CCOc1cc(N2CCOCC2)c(OCC)cc1NC(=O)c1cc(C)nc2ccccc12 | -5% | -5%[57.1 µM] | -5%[57.1 µM] | -2% | 2% | -3% | 12 | -7% | 6%
Cc1ccccc1CN(C)CC(=O)Nc1ccccc1-c1ccccc1 | -7% | -4% | -4% | -25% | 1% | -5% | 3 | 1% | -36%
Cc1cc(=O)[nH]c(/N=C(\N)Nc2ccc3c(c2)OCCO3)n1 | 8% | -18% | -13% | -4% | 4% | -4% | -13 | 0% | 12%
COCCCNC(=O)CN1CCN(Cc2ccccc2Cl)C1=O | 4% | 3% | -6% | -16% | -4% | -3% | -12 | -9% | 13%
O=C(N[C@@H]1C[C@H]2CC[C@@H]1C2)c1ccco1 | -7% | -4% | -8% | 8% | -2% | 2% | -13 | 2% | 14%
COc1cccc(C(=O)NCC(c2cccs2)N2CCOCC2)c1 (stereo unspecified) | 4% | 0% | -1% | -21% | 9% | 4% | -6 | -3% | -29%
CC(=O)NC1C(=O)N=C(SCC(=O)NCc2ccccc2)NC1=O (stereo unspecified) | 5% | 18% | 9% | -5% | 14% | -2% | -5 | 1% | -2%
O=C(c1sc2ccccc2c1Cl)N(Cc1ccccc1Cl)C1CCS(=O)(=O)C1 (stereo unspecified) | 2% | 14% | 5% | -4% | 1% | -1% | -5 | 2% | -11%
Cc1cccn2c(=O)c3cc(C(=O)N4CCCCC4C)sc3nc12 (stereo unspecified) | 1% | 15% | 59%[activator] | -17% | 5% | -2% | -1 | 1% | -1%
N#CCC(=O)c1ccccc1Oc1ccc(Cl)cc1 | 0% | -4% | -1% | -19% | 11% | 0% | -1 | 4% | -2%
CSc1ccccc1N1CCN(CCCCCC(=O)NC2CCCc3ccccc32)CC1 (stereo unspecified) | . | 10%[57.1 µM] | 5%[57.1 µM] | . | . | -3%&-6% | . | . | 18%[56.9 µM]
COc1ccc(NC(=O)COC(=O)c2ccccc2SCC(=O)N2CCCC2)cc1 | -8% | 4%[57.1 µM] | -2%[57.1 µM] | -2% | 1% | 3% | -4 | -4% | -5%
COc1ccc(-c2nn(-c3ccccc3)cc2/C=N/Nc2cccc(C(=O)O)c2)cc1 | -26% | 5%[57.1 µM] | 8%[57.1 µM] | -20% | 3% | 3% | 4 | 0% | -25%
COC(=O)c1cnc(Oc2ccc(NC(=O)NC(=O)c3c(F)cccc3Cl)cc2)cc1C(F)(F)F | -8% | 26% | 10% | -4% | -9% | 0% | -4 | ? | -7%
CC(C)(C)S(=O)(=O)N1C[C@@H]2C(=CC[C@H]3C(=O)N(c4ccccc4)C(=O)[C@@H]23)[C@@H]1CCO | -8% | -2% | 5% | -28% | 14% | -1% | 6 | -1% | -22%
C#CCNC(=O)C1=C[C@@H](c2coc3ccccc3c2=O)C[C@@H](OCc2ccc(CO)cc2)O1 | -3% | 20% | 1% | -22% | 17% | -2% | -2 | 3% | -5%
CCN(C(=O)/C=C/c1ccc(OC)cc1)C1CCCCC1 | 13% | 16%[57.1 µM] | -12% | -24% | 3% | 5% | -5 | -3% | 0%
Cc1cc(C)n2nc(C(=O)NC(c3ccccc3)c3ccccc3)nc2n1 | -20% | 18%[57.1 µM] | 9%[57.1 µM] | -14% | 2% | -3% | -5 | -3% | 9%
C=CCOc1ccc(/C=C/C(=O)OCC(=O)NCc2cccs2)cc1 | 2% | -1% | -1% | -9% | 10% | 1% | -1 | -7% | -24%
CCCS(=O)(=O)NCc1ccc2c(c1)cc(C)n2C | 0% | -10% | 2% | ? | 2% | 5% | 1 | -7% | -17%
OC1(c2ccc(Br)cc2)CCNCC1 | -9% | 17% | 21% | -2% | 11% | -2% | 1 | 5% | 7%
CC(=O)N(O)CCCCCNC(=O)CCC(=O)N(O)CCCCCNC(=O)CCC(=O)N(O)CCCCCNC(=O)CCC(=O)O | -4% | 10% | 1% | -32% | -7% | 2% | 1 | -1% | -15%
Cc1c(C)n(-c2ccccc2)c2ncnc(NCCN(C)C)c12 | -1% | -7% | -4% | -22% | -2% | 1% | 1 | 1% | -11%
COc1ccc(CCNc2nc(SCc3ccccc3F)nc3ccccc23)cc1OC | 1% | 9%[57.1 µM] | -2%[57.1 µM] | -8% | 12% | -4% | -3 | 0% | -1%
NS(=O)(=O)c1cccc(NC(=O)CSc2nc3ccccc3c(=O)n2CCCN2CCOCC2)c1 | 3% | -9% | -3% | -5% | -3% | -1% | -2 | -3% | 19%
